Bioassay records: PubChem, several laboratories
Pf gametocyte – kills late stage P. falciparum gametocytes. P. falciparum stage V gametocytes, ATP luminescence, 24 h. inhibition, % at 10.9 µM. 0.065% of 150,000 active. AID 743093;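 active = inhibition above the mean plus 3 SD of compounds within the control limits, set per campaign, cut at about 38% in these data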;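 also: 0% = DMSO wells and 100% = medium only without gametocytes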
Avidin fluor – avidin bead compound fluorescence profile; fluorescence (KMESF) at 10 µM; Avidin beads, compound fluorescence 488/530 nm, flow cytometry; hits give high values; 0.38% of 220,000 active; in the data active = fluorescence above about 47; also: inactives centre near 10
Mcl1-Noxa inh – disrupts binding of human Mcl-1 to Noxa peptide; Q07820; TR-FRET Mcl-1/Noxa peptide binding, 2 h; inhibition, % at 21.7 µM; 1.5% of 220,000 active; AID 1022;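 active = compounds that cut the protein-peptide binding signal by more than 50% relative to plate controls in a single-dose test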;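 also: His-tagged Mcl-1 with rhodamine Noxa BH3 peptide and terbium anti-His antibody; 0% = Mcl-1 plus Noxa peptide wells and 100% = peptide-only wells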
Target sequence (Q07820 whole entry, looked up): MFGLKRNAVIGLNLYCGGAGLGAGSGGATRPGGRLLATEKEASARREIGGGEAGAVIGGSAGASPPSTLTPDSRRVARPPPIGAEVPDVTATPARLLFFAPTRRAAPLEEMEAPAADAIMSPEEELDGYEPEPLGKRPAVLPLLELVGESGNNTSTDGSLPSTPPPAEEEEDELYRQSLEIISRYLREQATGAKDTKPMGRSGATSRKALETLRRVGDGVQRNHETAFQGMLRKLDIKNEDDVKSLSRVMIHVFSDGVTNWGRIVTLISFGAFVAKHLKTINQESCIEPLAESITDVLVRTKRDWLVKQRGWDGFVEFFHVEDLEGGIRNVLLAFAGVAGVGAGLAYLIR
Mcl1-Bid inh – disrupts binding of human Mcl-1 to Bid peptide; 0.97% of 220,000 active; Q07820; AID 1021; inhibition, % at 21.7 µM; TR-FRET Mcl-1/Bid-Dy647 peptide binding, 1536-well;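 active = compounds that cut the binding signal by more than half at the single screening dose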;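 also: His-tagged Mcl-1 with europium anti-His antibody binding Bid BH3 peptide; 0% = Mcl-1 plus peptide wells and 100% = peptide-only wells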
* hit, by the source's call. Only part of the results is shown; rates above refer to the full screens.

SMILES | Pf gametocyte | Avidin fluor | Mcl1-Noxa inh | Mcl1-Bid inh
S=c1[nH]nc(CSCCOc2ccc(Cl)cc2Cl)o1 | -23 | 5 | 11 | -22
O=[N+]([O-])c1ccc(N2CCCCC2)cc1 | -15 | 8 | 4 | -12
COc1cc2c(cc1OC)CN(C(=O)c1ccc(OC)c([N+](=O)[O-])c1)CC2 | -19 | 5 | 25 | -12
COc1ccc(C(=O)c2c(NC(C)=O)sc3c2CCN(C(=O)OC(C)(C)C)C3)cc1 | -10 | 12 | -11 | -13
CCOC(=O)C(=NC1CCS(=O)(=O)C1)NNc1ccccc1Cl (stereo unspecified) | -18 | 20 | 16 | -55
Cc1c(-c2ccc(F)cc2)nc(N)c(C#N)c1-c1cccnc1 | 7 | 8 | 12 | -7
Cn1cncc1C(=O)c1ccccc1 | -14 | 11 | 11 | -10
COC(=O)c1ccc(Nc2cc(C)nc3ccccc23)cc1 | -21 | 6 | 26 | -8
Cc1cccc(C(=O)Nc2ccc(N3CCN(c4ccc(C(F)(F)F)cn4)CC3)nc2)c1 | 10 | 6 | 3 | -13
N#CC1CCCc2c1[nH]c1ccc([N+](=O)[O-])cc21 (stereo unspecified) | -6 | 5 | 21 | -16
c1ccc(C2c3[nH]c4ccccc4c3CCN2Cc2cccn2-c2ccccn2)nc1 (stereo unspecified) | -1 | 7 | -23 | -59
CC1=NNC(=O)C1CC(=O)N/N=C/C(Br)=C/c1ccccc1 (stereo unspecified) | -4 | 6 | 4 | -48
C/C(=N\NC(N)=S)c1ccc(-n2ccnc2)cc1 | -12 | 9 | 16 | -97
CC12CCC(C(=O)NNc3ccc([N+](=O)[O-])cc3)(OC1=O)C2(C)C (stereo unspecified) | -5 | 9 | 18 | -7
COc1cc(/C=C(\C#N)c2ccccn2)cc(OC)c1O | -5 | 11 | 14 | -136
CSc1cccc(NC(N)=O)c1 | 14 | 3 | 15 | -8
O=C(Nc1ccc(F)cc1)/C(=C1/CCCCCN1)[N+](=O)[O-] | 0 | 6 | 1 | -10
O=[N+]([O-])c1ccc(OCC2CC(c3ccccc3)=NO2)cc1 (stereo unspecified) | 20 | 8 | 1 | 9
NC(=O)N/N=C/c1sc(=O)n(-c2ccccc2)c1Cl | 8 | 7 | -1 | -22
COc1ccc(N=Nc2cc(C)c(O)c(CN3CCCCC3)c2)cc1 | 2 | 7 | 8 | -23
O=C(CCNC(=O)c1ccc([N+](=O)[O-])cc1)Nc1cccc(S(=O)(=O)N2CCCCC2)c1 | 4 | 7 | -14 | -26
O=C(O)CNS(=O)(=O)Cc1ccccc1 | 3 | 6 | 20 | -16
CCN(CC)c1cc(C)c(C#N)c2nc3ccccc3n12 | 6 | 5 | 8 | 10
Nc1nc(SCC(=O)NC2CCCC2)[nH]c(=O)c1NC(=O)c1cccs1 | 15 | 7 | -11 | -14
Cn1nc(C(C)(C)C)cc1NC(=O)Nc1ccc(F)cc1F | -20 | 8 | -1 | 6
Cc1cccc(C)c1NC(=O)NNC(=O)c1cc(C(C)(C)C)nn1Cc1ccccc1 | -23 | 6 | -2 | -4
COc1ccc(-c2nn(-c3ccccc3)cc2/C=C/C(=O)O)cc1[N+](=O)[O-] | -29 | 7 | -2 | 11
CCCCCc1ccc(S(=O)(=O)Nc2cc(C)ccn2)cc1 | 8 | 7 | -6 | -2
O=S(=O)(NC1CCCCC1)c1ccc(N2CCOCC2)nc1 | -14 | 3 | 6 | 1
COc1cc(/C=C2\SC(=Nc3cccnc3)NC2=O)cc(OC)c1OC | -1 | 7 | 28 | -25

Some of these compounds in order of count of non-hydrogen atoms, descending.
SMILES | Pf gametocyte | Avidin fluor | Mcl1-Noxa inh | Mcl1-Bid inh
Cc1cccc(C)c1NC(=O)NNC(=O)c1cc(C(C)(C)C)nn1Cc1ccccc1 | -23 | 6 | -2 | -4
COc1ccc(N=Nc2cc(C)c(O)c(CN3CCCCC3)c2)cc1 | 2 | 7 | 8 | -23
C/C(=N\NC(N)=S)c1ccc(-n2ccnc2)cc1 | -12 | 9 | 16 | -97
CSc1cccc(NC(N)=O)c1 | 14 | 3 | 15 | -8

Later entries
SMILES | Pf gametocyte | Avidin fluor | Mcl1-Noxa inh | Mcl1-Bid inh
CC(=O)c1ccc(Sc2ccccc2N)c([N+](=O)[O-])c1 | -7 | 3 | -5 | -16
Cc1oc(C(C)(C)C)cc1C(=O)N1CCN(c2ncccc2C(F)(F)F)CC1 | -24 | 7 | 1 | -4
O=C(c1ccc2c(c1)OCO2)N1CCC(Cc2ccccc2)CC1 | -14 | 4 | -10 | -23
C=C1CCN([C@@H](C)C(=O)NCCCCCC)S(=O)(=O)c2ccccc21 | 8 | 8 | -2 | -41
CCN1CCN(Cc2ccc(NC(=O)c3ccc(C)c(NC(=O)c4ccnnc4)c3)cc2C(F)(F)F)CC1 | 7 | 7 | 8 | -59
Cn1c(CSCc2ccc(F)cc2)nnc1SCC(=O)Nc1cccc(C(=O)O)c1 | -4 | 5 | 9 | -33
COc1ccc(COCC(O)CN2CCC(C(N)=O)CC2)cc1 (stereo unspecified) | 11 | 8 | 4 | -11
O=C(CC1NCCN(Cc2ccccc2)C1=O)Nc1ccc(Cl)cc1 (stereo unspecified) | 3 | 3 | 4 | -20
O=C(NCc1ccc(-c2csnn2)cc1)C1CC1 | 4 | 6 | -20 | -31
CCOC(=O)CCNCc1ccc(OC)c(OC)c1 | 3 | 7 | 54* | -3
COc1ccc2c(c1)c(/C=N/Nc1nc3ccccc3[nH]1)c(C)n2C | -7 | 5 | -45 | -120
Cc1cc(C)c(O)c(-c2n[nH]c3c2C(c2cccc(O)c2)N(Cc2ccco2)C3=O)c1 (stereo unspecified) | -21 | 5 | 11 | 6
CCCc1cc(=O)n(-c2nc3ccccc3s2)[nH]1 | 4 | 4 | -38 | -288
CCOC(=O)C1CCN(C(=O)c2ccc(Oc3cc(Cl)cc(Cl)c3)o2)CC1 | 0 | 20 | -3 | 17
CCOC(=O)c1nnn2c1nc(N1CCCCC1)c1ccccc12 | 2 | 6 | -5 | -1
COc1cccc(/C=N/NC(=O)CNC(=O)CCc2ccccc2)c1O | -3 | 8 | -2 | -41
Cc1ccc(N2C(=O)[C@@H]3C(c4cccnc4)=NO[C@@H]3C2=O)cc1 | -8 | 3 | 9 | -1
O=C(O)CC/C(=N\NC(=O)CNC(=O)/C=C/c1ccccc1)c1ccccc1 | 2 | 8 | -2 | -10
O=C(Nc1ccc(NC(=O)c2cccs2)cc1)c1ccc2c(c1)OCO2 | 12 | 8 | -21 | -45
CCCCCCCCCn1ccc(=N)cc1 | 9 | 8 | -18 | 5
Nc1c(-c2nn[nH]n2)cnn1-c1cc(Cl)cc(Cl)c1 | -21 | 6 | 2 | -12
Fc1ccc(Nc2nnns2)cc1 | 8 | 7 | 3 | -15
O=S(=O)(c1ccc(C(F)(F)F)cc1)N1CCCN(c2ccc(C(F)(F)F)cn2)CC1 | 2 | 6 | -9 | -5
CC(C)(CN1CCC(Cc2ccccc2)CC1)NS(=O)(=O)c1ccccc1 | 3 | 5 | 15 | 0
Cc1onc(-c2cccc(Cl)c2Cl)c1C(=O)O/N=C(\N)c1ccc([N+](=O)[O-])o1 | 5 | 7 | 16 | 4
CC(c1ccon1)N(C)Cc1cn[nH]c1-c1ccc(F)cc1F (stereo unspecified) | -4 | 8 | -2 | -40
COc1ccc(-c2cc3cc(OC)c(OC)cc3c(C)n2)cc1C | 0 | 11 | 10 | 5
Cc1ccc(S(=O)(=O)CCc2nnc(NC(=O)C3CCCCC3)s2)cc1 | 21 | 8 | 5 | -50
C/C(=N\NC(=O)CN1CCN(Cc2ccccc2)CC1)c1cccs1 | -8 | 6 | 7 | -19
COc1ccc(NC(=O)c2ccc(CNc3c(N4CCCC4)c(=O)c3=O)cc2)cc1Cl | 14 | 6 | 8 | -23
O=C(O)/C=C(\Oc1ccccc1)C1(O)CCCCC1 | -5 | 7 | -12 | 6
CC(=O)CC1(O)C(=O)Nc2ccccc21 (stereo unspecified) | 0 | 3 | -5 | 12
COc1ccc(C2CC(=O)c3cc(OC)c(OC)cc32)cc1OC (stereo unspecified) | 10 | 9 | 10 | -30
Cc1nn(C)c(NC(=O)c2ccc([N+](=O)[O-])cc2)c1Cl | 13 | 18 | 9 | -18
O=C(O)c1cccc(N(CCO)CCO)c1 | 4 | 9 | -1 | -64
CSc1ccc(NC(=O)NCc2ccccc2)cc1 | -31 | 8 | 8 | -66
COc1ccccc1N(Cc1cc(=O)[nH]c2ccccc12)C(=O)c1ccc([N+](=O)[O-])cc1 | 1 | 7 | -15 | -8
O=C(Nc1ccccc1N1CCOCC1)C1CCN(S(=O)(=O)c2ccc(Cl)cc2)CC1 | -6 | 7 | -17 | -41
N#CCCN(C(=O)CSc1nc2nc(-c3cccs3)cc(C(F)(F)F)c2c(=O)[nH]1)c1ccccc1 | 0 | 6 | 8 | -8
CCOC(=O)c1cc(-c2csc(Nc3c(C)cc(C)cc3C)n2)on1 | -6 | 6 | -16 | 12

Ordered by value in Avidin fluor (ascending): some entries from above.
SMILES | Avidin fluor | Mcl1-Noxa inh | Mcl1-Bid inh
CC(=O)CC1(O)C(=O)Nc2ccccc21 (stereo unspecified) | 3 | -5 | 12
CCOC(=O)c1cc(-c2csc(Nc3c(C)cc(C)cc3C)n2)on1 | 6 | -16 | 12
O=C(Nc1ccccc1N1CCOCC1)C1CCN(S(=O)(=O)c2ccc(Cl)cc2)CC1 | 7 | -17 | -41
O=C(O)c1cccc(N(CCO)CCO)c1 | 9 | -1 | -64
Cc1nn(C)c(NC(=O)c2ccc([N+](=O)[O-])cc2)c1Cl | 18 | 9 | -18

(next part)
SMILES | Pf gametocyte | Avidin fluor | Mcl1-Noxa inh | Mcl1-Bid inh
COc1ccc(CCN2C(=S)N(C)C(=O)C2CC(=O)Nc2ccc(F)cc2)cc1 (stereo unspecified) | -3 | 5 | 7 | -6
O=C1CCCN1CCCNS(=O)(=O)c1ccc(F)cc1F | 3 | 4 | -11 | -11
CC(=O)NC(=S)Nc1ccc(NC(=O)c2cccnc2)cc1 | -11 | 6 | 2 | -27
CCCCCn1c(=O)c(C(=O)OCC)c(Cl)c2ccccc21 | 0 | 7 | -2 | -2
O=c1c2ccccc2ncn1Cc1ccccc1 | -11 | 6 | 16 | -22
Cn1nccc1NS(=O)(=O)c1ccc(NC(=O)C(F)(F)F)cc1 | 22 | 7 | 20 | -15
O=c1cc(-c2ccccc2)oc2ccc(O)cc12 | 14 | 2 | -24 | -18
CC(/C=C/c1ccc2c(c1)OCO2)=N/NC(=O)c1ccncc1 | -16 | 7 | -8 | -28
O=C(O)c1ccc(-n2c(-c3cc(C4CC4)[nH]n3)n[nH]c2=S)cc1 | 1 | 10 | 14 | -9
COc1ccc(-c2nn(-c3ccccc3)cc2C2CC(c3cccs3)=NN2C(=O)CCC(=O)O)cc1 (stereo unspecified) | 12 | 7 | 6 | -2
Cc1ccc(NC(=O)C2=NNC(=O)CC2)cc1F | 19 | 7 | -2 | -7
O=C(O)c1ccc(S(=O)(=O)c2ccc3c(c2)C(=O)N(NC(=O)c2ccncc2)C3=O)cc1 | 3 | 7 | 5 | 5
CC1=CC(=O)C2=C(C)CC[C@@H]3[C@H](OC(=O)[C@H]3C)[C@@H]12 | -9 | 18 | 4 | -14
CC1=CC(C)(C)N2C(=O)C(=Nc3ccc(O)cc3)c3cccc1c32 | -26 | 8 | 21 | -32
CCOC(=O)N1CCc2c(sc(N)c2C#N)C1 | 2 | 7 | 6 | -9
CCC(C)Nc1nc(N)c([N+](=O)[O-])c(Nc2cc(OC)ccc2OC)n1 (stereo unspecified) | 6 | 6 | 33 | 13
COC(=O)CN1C(=S)N(c2ccc(F)cc2)C(=O)C1CC(=O)Nc1ccc(F)cc1 (stereo unspecified) | -23 | 5 | 23 | 18
N#CCCN(Cc1cccnc1)C(=S)NC1CC2C=CC1C2 (stereo unspecified) | -30 | 7 | 2 | -28
S=C1NC2=C(CCC/C2=C\c2ccc(Cl)cc2)C(c2ccc(Cl)cc2)N1 (stereo unspecified) | -16 | 5 | -27 | -34
CCCCCc1cc(=O)oc2c(C(CCN3CCCC(C)C3)c3ccc4c(c3)OCO4)c(OC)cc(OC)c12 (stereo unspecified) | 0 | 15 | 7 | -60
CN1CCN(c2oc(Cc3cccc4ccccc34)nc2C#N)CC1 | 14 | 3 | -4 | -20
COc1cscc1C(=O)O | -5 | 7 | -10 | 2
O=C(NNC(=O)C1CCN(S(=O)(=O)c2cccc(Cl)c2)CC1)C1CC1 | -8 | 8 | 2 | -39
Cc1ccc(S(=O)(=O)/C(C#N)=C/c2c(N3CCCCC3)nc3ccccn3c2=O)cc1 | -3 | 5 | -18 | -4
O=c1n(Cc2ccccc2Cl)nc2n1-c1ccccc1SC2 | -19 | 6 | 6 | -12
COc1ccc(-c2[nH]ncc2CN2CCC(C(=O)c3ccc(F)cc3)CC2)cc1 | -1 | 5 | 11 | -10
N#C/C(=C(/O)c1cccc(F)c1)c1nc2ccccc2s1 | 10 | 7 | 16 | -55
C=CCNC(=O)c1c(CSc2ccccc2)noc1C(=O)NCc1ccccc1 | -9 | 8 | -9 | -32
CCOC(=O)c1nc(C)sc1-c1ccnn1S(=O)(=O)c1ccc(C)cc1 | 18 | 6 | 0 | 69*
COc1cc(NC2c3ccccc3C(=O)N2Cc2ccc3c(c2)OCO3)cc(OC)c1 (stereo unspecified) | 11 | 6 | 17 | -19
CC1(C)Cc2ccccc2-c2nc(NCCCO)[nH]c(=O)c21 | -14 | 3 | 2 | -4
